aSyn yeast inh = inhibitors of alpha-synuclein toxicity in yeast | actives 0.14% (n = 370,000) | AID 652106 | Potency, µM (series often up to 46.1 µM), inactives show at the top dose growth rescue (activation), hits mostly activators | Yeast expressing alpha-synuclein, growth rescue, BacTiter-Glo, 24 h; note: potency is the fitted concentration of half-maximal effect; % of control where 0% means no effect; nearly all actives have a fitted effect of over 65% in size
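Galactose-induced alpha-syn yeast (OD600=0.02, raffinose-pregrown) + pinned cpd, 24 hr, 30 deg C; growth by BacTiter-Glo luminescence. Growth restoration scores as activation.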
Abeta rescue = restores growth of yeast expressing A-beta42 peptide; yeast expressing A-beta42, growth rescue, OD600, 48 h; response scale: 0% DMSO, 100% iron-clioquinol control; actives 0.063% (n = 410,000); Potency, µM (titrated, usually from 46.1 µM), inactives show top-dose growth rescue, hits mostly activators; note: potency is the fitted concentration of half-maximal effect; nearly all actives have a fitted effect of over 55% in size
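Growth rescue measured by 600 nm absorbance after 48 h yeast culture at 30 C with compound. Values normalized between DMSO and an equimolar ferric chloride plus clioquinol control.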
FUS yeast rescue = suppressors of FUS proteinopathy in yeast. S. cerevisiae FUS-expressing, growth rescue, OD600, 24 h. Potency, µM (highest dose often 76.6 µM), for the others: at the top dose growth rescue (activation), actives largely listed as activators. actives 0.24% (n = 390,000);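 note: potency is the fitted concentration of half-maximal effect; plate controls were DMSO vehicle for no effect and reference control for full effect; nearly all actives have a fitted effect of over 55% in size; some results filed as inactive show a strong effect at the top dose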
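FUS-expressing yeast, raffinose-pregrown, induced in 2% galactose minimal medium at OD 0.005; compounds in a dilution series, 24hr at 30C. Growth restoration read as absorbance at 600 nm. CP55940 positive control, DMSO negative.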
TDP43 rescue = rescues yeast growth from TDP-43 toxicity | TDP-43 expressing yeast growth rescue, BacTiter-Glo, 24 h | Potency, µM (top dose mostly 46.1 µM), inactives show at the highest dose growth rescue (activation), usual class: activators | actives 1.8% (n = 410,000); note: potency is the fitted concentration of half-maximal effect; % of control where 0% means no effect; nearly all actives have a fitted effect of over 50% in size
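Cell-based yeast growth screen: TDP-43 expression induced in galactose, inoculum OD600=0.02 after raffinose pregrowth to mid-log. Read-out BacTiter-Glo luminescence at 24 hr, 30 deg C; inhibition of toxicity seen as signal increase.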
Akt phos inh = inhibitors of Akt phosphorylation; Neuro2A IGF-stimulated pAkt S473 HTRF, 20 min; active compounds read low; activity change, % for hits at 50 µM; actives 0.32% (n = 360,000); AID 651550; in the data active = activity change below about -80%; inconclusive = mostly about -51% to -80%; note: % is set by controls: 0 for no effect and ±100 for the full control effect
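Single-point screen (50 µM final compound) in Neuro2A cells stimulated 20 min with 6 nM IGF at 37 deg C. After lysis, Ser473-phosphorylated Akt read by HTRF (ex 330 nm, em 615/665 nm) as the 665/615 ratio.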
GLP1R inv ag = inverse agonists of human GLP-1 receptor. P43220. HEK293 GLP-1R CRE-luciferase, luminescence, 24 h; GLP-1R form is constitutively active. actives 1.6% (n = 410,000). Potency, µM (doses to about 38.3 µM), for inactives: at the top dose activity change, negative = inhibition, usual class: inhibitors; note: potency is the fitted concentration of half-maximal effect; % is set by controls: 0 for no effect and ±100 for the full control effect; nearly all actives have a fitted effect of over 55% in size
Target sequence (P43220 whole entry, looked up): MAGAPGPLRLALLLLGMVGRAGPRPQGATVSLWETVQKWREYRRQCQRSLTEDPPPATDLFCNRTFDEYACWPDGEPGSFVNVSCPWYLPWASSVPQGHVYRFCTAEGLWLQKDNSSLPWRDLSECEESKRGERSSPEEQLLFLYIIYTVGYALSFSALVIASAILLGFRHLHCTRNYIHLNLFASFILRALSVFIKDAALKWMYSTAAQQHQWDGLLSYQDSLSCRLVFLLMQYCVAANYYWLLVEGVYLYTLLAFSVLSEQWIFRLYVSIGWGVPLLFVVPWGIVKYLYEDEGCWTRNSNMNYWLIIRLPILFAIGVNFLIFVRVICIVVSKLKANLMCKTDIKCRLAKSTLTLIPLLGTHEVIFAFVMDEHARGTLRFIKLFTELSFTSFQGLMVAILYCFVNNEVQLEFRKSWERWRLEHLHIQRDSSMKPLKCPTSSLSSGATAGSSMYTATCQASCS
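Stable HEK293 clone (constitutively active GLP-1R + cAMP-response luciferase); 200 cells/uL plated, 12 h pre-culture, compound 24 hr, 37 deg C/5% CO2; detection reagent 12 min RT; luminescence.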
D3 antag = blocks the human D3 dopamine receptor. max response, negative = inhibition, %. D3R cells, DiscoveRx beta-arrestin luminescence, antagonist mode; active compounds read low. actives 2.5% (n = 360,000). AID 652054; in the data active = max response below about -50%; inconclusive = no clear call, values can overlap the other calls; note: % is set by controls: 0 for no effect and ±100 for the full control effect; mostly tested at two doses, the higher about 12 µM
Target sequence (P35462 whole entry, looked up): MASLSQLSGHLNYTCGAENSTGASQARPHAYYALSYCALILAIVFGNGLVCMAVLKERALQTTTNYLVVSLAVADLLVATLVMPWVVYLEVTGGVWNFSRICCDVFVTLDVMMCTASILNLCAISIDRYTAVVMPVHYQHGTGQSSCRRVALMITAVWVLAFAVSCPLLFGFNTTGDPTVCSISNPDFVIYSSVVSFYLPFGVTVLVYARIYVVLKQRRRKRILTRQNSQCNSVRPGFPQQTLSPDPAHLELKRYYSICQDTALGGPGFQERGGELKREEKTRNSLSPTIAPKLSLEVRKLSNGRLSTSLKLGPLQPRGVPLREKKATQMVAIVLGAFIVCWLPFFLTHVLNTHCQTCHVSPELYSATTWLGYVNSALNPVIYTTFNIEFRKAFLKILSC
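Cells expressing the human receptor were seeded at 1500 cells/well, incubated overnight at 37 degrees C in 5% CO2, then exposed to library compounds with dopamine controls for 90 minutes at 37 degrees C before luminescent detection.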
GLP1R ag = activates the human GLP-1 receptor. Potency, µM (titrated, usually from 45.6 µM), for the others: at the top dose activation, most hits filed as activators. HEK293 GLP-1R CRE-luciferase, luminescence, 4-6 h; cells express a hypersensitive GLP-1R form. actives 0.007% (n = 380,000); note: potency is the fitted concentration of half-maximal effect; % of control where 0% means no effect
PTHR1 ag = activates the human parathyroid hormone receptor PTHR1 | Q03431 | Potency, µM (titrated, usually from 115 µM), inactives show at the highest dose activation, actives largely listed as activators | actives 0.075% (n = 410,000) | HEK293 GP2 PTHR1 cells, GloSensor cAMP luminescence, 1 h; note: potency is the fitted concentration of half-maximal effect; nearly all actives have a fitted effect of over 55% in size; some results filed as inactive show a strong effect at the top dose; inactives centre near -15; many of its hits are not listed in these tables
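HEK-293-derived GP2 cells expressing PTHR1 and a GloSensor cAMP reporter, 3,000/well, plated overnight, given luciferin plus IBMX (each 0.5 mM as added) for 1 h at 37 °C, then compound for 1 h at 37 °C. Luminescence was read after 15 min at room temperature.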
An asterisk follows results filed as active; i = inactive; ? = inconclusive; . = no result given; [ ] = dose if it differs, or a comment. Unless noted, calls come from the whole dose curve; as a rule, active = well fitted curve in the direction sought with a large enough effect; inconclusive = small, poorly fitted or top-dose-only effect, or another doubt; inactive = no such curve, though single readings can be large; an effect the other way counts as inactive or inconclusive. Only part of the results is shown; the hit share may differ from the screen's.

cpd	structure	aSyn yeast inh	Abeta rescue	FUS yeast rescue	TDP43 rescue	Akt phos inh
1	CSc1nc(N)c(C(=O)N(c2ccccc2)c2ccccc2)s1	11%	4%	2%	?	i
2	COc1cccc(NC(=O)CSc2nnc(COc3ccc4c(c3)CCCC4)o2)c1	-5%	1%	13%	-2%	i
3	CCc1ccc(S(=O)(=O)Nc2ccccn2)cc1	4%	0%	-14%	?	i
4	Cc1ccccc1C1CCCN(C(=O)c2cc(COc3c(F)cccc3F)on2)C1 (configuration not stated)	18%	13%	35%	15%	i
5	CN(C)CCCNC(=O)c1cc(C(=O)c2ccc(F)cc2)c[nH]1	0%	8%	-10%	5%	i
6	COc1cc(CSc2nc(-c3ccccc3)cc(=O)[nH]2)cc(OC)c1	-2%	.	-2%	-14%	i
7	CC1CCN(CC(O)COCCOc2ccc(Br)cc2)CC1 (configuration not stated)	4%	-8%	.	3%	i
8	O=C(/C=C/c1cc([N+](=O)[O-])ccc1OC(F)F)Nc1cccc(OC(F)F)c1	-7%	-11%	-14%	1%	i
9	COc1cc2c(c(OC)c1)C(c1cccc(OC)c1OC)CC(=O)N2 (configuration not stated)	-6%	5%	-13%	11%	i
10	CCN(CC)CCN(C(=O)c1cccc([N+](=O)[O-])c1)c1nc2ccc(OC)cc2s1	0%	2%	7%	0%	i
11	COCCCN(C(=O)CSCC(=O)Nc1ccc(C)cc1)c1c(N)n(Cc2ccccc2)c(=O)[nH]c1=O	-7%	-13%	20%	6%	i
12	CC(C)(C)c1ccc(NC(=S)NCc2cccs2)cc1	-9%	27%	-2%	13µM*	i
13	COc1cc(CC(NC(C)=O)C(=O)NC2CCN(C(=O)Nc3ccc(C)cc3)CC2)cc(OC)c1 (configuration not stated)	3%	1%	9%	2%	i
14	N=c1oc2ccc3ccccc3c2cc1C(N)=S	-11%	4%	25%	10%	i
15	CN(Cc1ccccc1F)c1cc2c(c3c1ccn3C)C1CCC2C1 (configuration not stated)	-18%	-11%	8%	-1%	i

cpd	GLP1R inv ag	D3 antag	GLP1R ag	PTHR1 ag
1	?	20	26%	-40%[inhibitor]
2	-5%	-19	9%	-6%
3	6%	2	9%	-18%
4	?	6	15%	i
5	?	-1	0%	i
6	-17%	-16	3%	0%
7	?	21	-1%	-10%
8	5%	-13	-3%	-14%
9	-1%	10	16%	-31%[inhibitor]
10	-24%	9	0%	i
11	8%	-10	-2%	-9%
12	?	?	-3%	i
13	1%	13	-3%	i
14	5%	2	10%	i
15	-14%	-6	-1%	i

(next part)
cpd	structure	aSyn yeast inh	Abeta rescue	FUS yeast rescue	TDP43 rescue	Akt phos inh
16	Cc1ccccc1N(CC(=O)NCCSCc1ccccc1)S(C)(=O)=O	2%	4%	0%	0%	i
17	O=C(OCc1ccc([N+](=O)[O-])cc1)c1ccc2ccccc2n1	-7%	-6%	2%	6%	i
18	CCP(=O)(CC)C(C)(C)CP(=O)(c1ccccc1)c1ccccc1	4%	-7%	10%	-9%	i
19	COCCCNC(=O)CN1C(=O)/C(=C\c2ccc(C)cc2)Sc2ccccc21	4%	-37%[inhibitor]	.	-6%	i
20	O=C(O)C1CCCCC1C(=O)Nc1ccc(S(=O)(=O)N2CCCCCC2)cc1 (configuration not stated)	-3%	0%	19%	-32%[inhibitor]	i
21	COc1ccccc1N1CCN(C(=O)CC(NC(=O)c2ccccc2Cl)c2ccccc2)CC1 (configuration not stated)	5%	-9%	25%	4%	i
22	Cc1ccc(NC(=O)Cn2c(-c3nonc3N)nc3ccccc32)cc1Cl	.	1%	9%	-1%	.
23	CC(C)CC(CO)N1CCN(C(=O)c2ccc(Cl)cc2)CCC1=O (configuration not stated)	1%	1%	-19%	25%	i
24	CC(C(=O)NC1(C#N)CCCCC1)N(C)CC(=O)Nc1ccc(Cl)c(Cl)c1 (configuration not stated)	-2%	12%	8%	9%	i
25	CCOc1ccccc1CNC(=O)c1oc2c(c1C)-c1[nH]ncc1CC2	.	2%	17%	28%	.
26	CCN(CC)CCN(C(=O)CN1C(=O)CCC1=O)c1nc2cc3c(cc2s1)OCO3	-1%	1%	-3%	16%	i
27	CCCCOc1ccc(C(=O)NCCN2CCC(n3c(=O)[nH]c4ccccc43)CC2)cc1	1%	-9%	8%	?	i
28	CCOC(=O)CC1=C(C(=O)OCC)C(c2ccc(C)o2)C(C#N)=C(N)O1 (configuration not stated)	6%	6%	3%	7%	i
29	O=C(c1ccccc1)C(CCc1ccccn1)CCc1ccccn1	-5%	6%	17%	4%	i
30	COc1ccc([N+](=O)[O-])cc1NC(=O)CSCc1ccccc1	8%	10%	7%	13µM*	i

cpd	GLP1R inv ag	D3 antag	GLP1R ag	PTHR1 ag
16	-12%	11	15%	-49%[inhibitor]
17	?	-2	12%	-24%
18	11%	-13	10%	19%[57.5 µM]
19	-4%	-10	1%	i
20	12%	8	0%	21%
21	-19%	-16	13%	-1%
22	-3%	.	.	i
23	4%	-2	-1%	i
24	?	28	8%	-47%[inhibitor]
25	-14%	.	.	i
26	-1%	-3	-5%	1%
27	-17%	-60*	-4%	-41%[inhibitor]
28	-12%	2	-5%	i
29	?	-24	2%	-8%
30	?	9	24%	-21%

From compound 20 to 27, as listed above:
cpd	structure	aSyn yeast inh	Abeta rescue	FUS yeast rescue	TDP43 rescue	Akt phos inh
20	O=C(O)C1CCCCC1C(=O)Nc1ccc(S(=O)(=O)N2CCCCCC2)cc1 (configuration not stated)	-3%	0%	19%	-32%[inhibitor]	i
21	COc1ccccc1N1CCN(C(=O)CC(NC(=O)c2ccccc2Cl)c2ccccc2)CC1 (configuration not stated)	5%	-9%	25%	4%	i
22	Cc1ccc(NC(=O)Cn2c(-c3nonc3N)nc3ccccc32)cc1Cl	.	1%	9%	-1%	.
23	CC(C)CC(CO)N1CCN(C(=O)c2ccc(Cl)cc2)CCC1=O (configuration not stated)	1%	1%	-19%	25%	i
24	CC(C(=O)NC1(C#N)CCCCC1)N(C)CC(=O)Nc1ccc(Cl)c(Cl)c1 (configuration not stated)	-2%	12%	8%	9%	i
25	CCOc1ccccc1CNC(=O)c1oc2c(c1C)-c1[nH]ncc1CC2	.	2%	17%	28%	.
26	CCN(CC)CCN(C(=O)CN1C(=O)CCC1=O)c1nc2cc3c(cc2s1)OCO3	-1%	1%	-3%	16%	i
27	CCCCOc1ccc(C(=O)NCCN2CCC(n3c(=O)[nH]c4ccccc43)CC2)cc1	1%	-9%	8%	?	i

cpd	GLP1R inv ag	D3 antag	GLP1R ag	PTHR1 ag
20	12%	8	0%	21%
21	-19%	-16	13%	-1%
22	-3%	.	.	i
23	4%	-2	-1%	i
24	?	28	8%	-47%[inhibitor]
25	-14%	.	.	i
26	-1%	-3	-5%	1%
27	-17%	-60*	-4%	-41%[inhibitor]

Continued.
cpd	structure	aSyn yeast inh	Abeta rescue	FUS yeast rescue	TDP43 rescue	Akt phos inh
31	O=C(NCCc1c[nH]c2ccccc12)C1CCN(Cc2ccc(Br)cc2)CC1	19%	4%	0%	0%	i
32	COc1cc(/C=C2/N=C(c3ccccc3F)OC2=O)cc(Cl)c1OS(C)(=O)=O	-6%	-3%	21%	-20%	.
33	CCNc1ncnc2c1cnn2C	1%	-13%	7%	-17%	i
34	CC(Nc1ccc(Cl)c(Cl)c1)C(=O)NN (configuration not stated)	3%	-2%	17%	-4%	i
35	COc1ccc(N2c3ccccc3CN(Cc3ccccc3)[C@@H](C)[C@H]2Cc2ccc(-c3ccccc3)cc2)cc1	4%	5%	8%	13%	i
36	O=C(CN(Cc1ccccc1)C(=O)CCC(=O)Nc1ccccn1)NCc1ccco1	1%	12%	-14%	17%	i
37	COC(=O)N/N=C/c1ccc([N+](=O)[O-])o1	-1%	-17%	12%	10%	-115%*
38	CC1Oc2ccc(C#N)cc2N(Cc2cccc(F)c2)C1=O (configuration not stated)	1%	22%	-22%	?	.
39	CCOC(=O)COc1cccc2c(=O)n(CC(=O)N3CCc4ccccc43)ccc12	-3%	-7%	-15%	-1%	i
40	O=C(Oc1cccc(C(=S)N2CCOCC2)c1)c1cc([N+](=O)[O-])cc([N+](=O)[O-])c1	19%	-23%	37%	-22%	i
41	CCOC(=O)c1c(NC(=O)/C=C/c2ccc(OCC)c(OC)c2)sc2c1CCC2	2%	-7%	4%	9%	.
42	CCOc1ccc(-c2ccc(/C=C3/C(=N)N4C(C)=CSC4=NC3=O)o2)c([N+](=O)[O-])c1	-1%	-22%	.	9%	i
43	CC1CCCCC12NC(=O)N(CC(=O)OCc1c(F)cccc1Cl)C2=O (configuration not stated)	0%	8%	16%	-7%	i
44	COc1ccccc1CNC(=O)CSc1nnc2c(Cl)cc(C(F)(F)F)cn12	-1%	-3%	26%	3%	i
45	CC1(C(=O)Nc2cccc(OC(F)(F)F)c2)Cc2c(-c3ccc(C(N)=O)cc3)ccnc2O1 (configuration not stated)	-1%	2%	-13%	10%	i

cpd	GLP1R inv ag	D3 antag	GLP1R ag	PTHR1 ag
31	?	-83*	-1%	-9%
32	47%[activator]	31	-11%	-6%[57.5 µM]
33	9%	7	2%	-25%
34	-22%	11	7%	-17%
35	9%	9	.	i
36	4%	?	2%	i
37	1%	13	-9%	i
38	-20%	7	8%	-23%
39	6%	-11	-2%	i
40	?	-9	-4%	-17%
41	7%	.	-5%	i
42	5%	8	1%	-32%[inhibitor]
43	?	-7	3%	i
44	0%	11	1%	i
45	-22%	1	5%	-93%[inhibitor]
